Screening data: PubChem, The Scripps Research Institute Molecular Screening Center
PREPL inh: PREPL enzyme inhibitors, primary screen, biochemical, fluorescence polarization; recombinant PREPL, fluorescence polarization activity-based probe; 320,000 tested, 0.68% active; AID 2751, 2010; inhibition, % at 5.96 µM; Prolyl endopeptidase-like (Homo sapiens), Q4J6C6; in the data active = inhibition above about 43%;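 note: 0% = enzyme with DMSO and 100% = wells lacking enzyme; many of its hits are not listed in these tables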
PAFAH2 inh: PAFAH2 enzyme inhibitors, primary screen, biochemical, fluorescence polarization, human; Platelet-activating factor acetylhydrolase 2, cytoplasmic (Homo sapiens), Q99487; recombinant PAFAH2, FP-rhodamine activity probe; inhibition, % at 3.39 µM; 340,000 tested, 0.99% active;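 active = inhibition above the mean over all tested compounds plus 3 SD, cut at about 30% in these data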;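 note: inhibitors block probe labeling of enzyme so polarization drops; 0% = enzyme with DMSO and 100% = wells lacking PAFAH2 protein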
PAFAH1B3 inh: PAFAH1B3 enzyme inhibitors, primary screen, biochemical, fluorescence polarization, human; inhibition, % at 3.39 µM; Platelet-activating factor acetylhydrolase IB subunit alpha1 (Homo sapiens), Q15102; recombinant PAFAH1B3, FP-rhodamine probe; 340,000 tested, 0.28% active;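 active = inhibition above the screen-wide average of all tested compounds plus 3 SD, cut at about 25% in these data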;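 note: 0% = enzyme with DMSO only and 100% = wells lacking PAFAH1B3 protein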
PAFAH1B2 inh: PAFAH1B2 enzyme inhibitors, primary screen, biochemical, fluorescence polarization, human. Platelet-activating factor acetylhydrolase IB subunit alpha2 (Homo sapiens), P68402. recombinant PAFAH1B2, FP-rhodamine activity probe. inhibition, % at 3.39 µM. 340,000 tested, 1.2% active. AID 492953, 2010;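 active = inhibition above the mean of all tested compounds plus 3 SD, cut at about 24% in these data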;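 note: 0% = enzyme with DMSO and 100% = wells lacking PAFAH1B2; many of its hits are not listed in these tables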
PAD4 FP inh: human PAD4 inhibitors, primary screen, biochemical, fluorescence polarization, 1536-well format | recombinant PAD4, RCA probe fluorescence polarization | inhibition, % at 6.36 µM | 330,000 tested, 0.41% active;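 active = percent inhibition above a cutoff equal to the mean of all tested compounds plus 3 SD, cut at about 15% in these data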;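 note: 0% = PAD4 with RCA probe and DMSO and 100% = probe without PAD4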
LYPLA1 inh: LYPLA1 inhibitors, primary screen, counter-screen for PME1 inhibitor project, biochemical, fluorescence polarization, FP-Rh probe ABPP. 320,000 tested, 0.16% active. AID 2174, 2009. inhibition, % at 5.9 µM. recombinant LYPLA1. Acyl-protein thioesterase 1 (Homo sapiens), O75608;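 active = inhibition above the mean of all tested compounds plus 3 SD, set per campaign, cut at about 14% in these data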;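 note: inhibitors block serine hydrolase probe labeling of LYPLA1 so polarization falls; 0% = enzyme with DMSO and 100% = wells lacking LYPLA1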
Target sequence (O75608 whole entry, looked up): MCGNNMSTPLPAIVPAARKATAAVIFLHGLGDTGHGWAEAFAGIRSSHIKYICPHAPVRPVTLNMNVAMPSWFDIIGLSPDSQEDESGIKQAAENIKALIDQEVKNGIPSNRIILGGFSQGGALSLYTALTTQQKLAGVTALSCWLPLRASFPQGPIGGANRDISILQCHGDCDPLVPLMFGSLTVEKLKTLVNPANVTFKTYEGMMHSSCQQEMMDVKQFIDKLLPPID
pPAFAH FP inh: pPAFAH enzyme inhibitors, primary screen, biochemical, fluorescence polarization, human. Platelet-activating factor acetylhydrolase (Homo sapiens), Q13093. recombinant pPAFAH, FP-rhodamine probe fluorescence polarization. inhibition, % at 3.39 µM. 330,000 tested, 1.5% active. AID 463082, 2010;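 active = inhibition above the mean inhibition across the screen plus 3 SD, cut at about 25% in these data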;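 note: inhibitors block binding of the rhodamine activity-based probe so polarization drops; 0% = enzyme with DMSO and 100% = wells lacking pPAFAH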
Target sequence (Q13093 whole entry, looked up): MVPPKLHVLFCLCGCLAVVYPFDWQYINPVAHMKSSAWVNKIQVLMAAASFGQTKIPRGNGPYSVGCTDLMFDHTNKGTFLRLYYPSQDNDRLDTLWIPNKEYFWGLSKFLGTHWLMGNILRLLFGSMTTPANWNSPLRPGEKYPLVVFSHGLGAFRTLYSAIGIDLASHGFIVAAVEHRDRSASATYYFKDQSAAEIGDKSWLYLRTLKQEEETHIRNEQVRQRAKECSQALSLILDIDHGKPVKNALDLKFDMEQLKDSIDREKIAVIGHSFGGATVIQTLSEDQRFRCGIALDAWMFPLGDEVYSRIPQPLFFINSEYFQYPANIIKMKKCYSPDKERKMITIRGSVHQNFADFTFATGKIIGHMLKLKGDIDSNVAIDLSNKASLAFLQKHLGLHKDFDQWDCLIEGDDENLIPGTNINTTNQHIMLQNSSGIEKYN
LYPLA2 counter: LYPLA2 inhibitors, primary screen, counter-screen for PME1 inhibitor project, biochemical, fluorescence polarization, FP-Rh probe ABPP. Acyl-protein thioesterase 2 (Homo sapiens), O95372. recombinant LYPLA2. inhibition, % at 5.9 µM. 320,000 tested, 0.38% active. AID 2177, 2009;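 active = inhibition above the screen-wide mean plus 3 SD, limit set per campaign, cut at about 26% in these data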;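 note: 0% = LYPLA2 with DMSO and 100% = wells lacking LYPLA2 enzyme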
Target sequence (O95372 whole entry, looked up): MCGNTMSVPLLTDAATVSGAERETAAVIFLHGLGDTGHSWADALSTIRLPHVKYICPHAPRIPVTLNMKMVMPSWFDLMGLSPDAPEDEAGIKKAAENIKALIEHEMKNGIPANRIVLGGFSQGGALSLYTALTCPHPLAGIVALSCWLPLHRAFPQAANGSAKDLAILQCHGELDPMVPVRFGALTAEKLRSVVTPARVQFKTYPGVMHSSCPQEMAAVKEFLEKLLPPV
GSTO1 inh: inhibitors of recombinant GSTO1, primary screen, counter-screen for RBBP9 inhibitor project, biochemical, fluorescence polarization; Glutathione S-transferase omega-1 (Homo sapiens), P78417; activity-based probe fluorescence polarization; inhibition, % at 5.96 µM; 300,000 tested, 1.1% active;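 active = inhibition above the campaign mean inhibition plus 3 SD, cut at about 35% in these data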;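 note: 0% = GSTO1-1 with DMSO and 100% = wells lacking GSTO1-1 enzyme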
Active calls of the source: *; x = no result given.

SMILES	PREPL inh	PAFAH2 inh	PAFAH1B3 inh	PAFAH1B2 inh	PAD4 FP inh	LYPLA1 inh	pPAFAH FP inh	LYPLA2 counter	GSTO1 inh
COc1ccc(C(=O)C2CCCN(Cc3ccc(C)s3)C2)cc1OC (centres undefined)	-8	2	-2	6	-2	1	3	2	-2
Oc1ccc(Cl)c(Cl)c1Cl	0	5	-1	2	-5	5	2	-1	x
CCC(=NCc1cc(OC)cc(OC)c1)c1c(O)[nH]c(=O)[nH]c1=O	10	-5	1	4	-2	-1	1	5	8
CCCN1CCC[C@@H](c2cccc(O)c2)C1	5	3	8	1	-2	-3	-5	-2	2
CN1CCN(c2ccc(NC(=O)Oc3ccccc3)cc2)CC1	4	4	-6	1	5	-1	3	2	-2
C(#CCN1CCOCC1)COCc1ccccc1	4	0	14	4	-6	0	3	-2	1
Cn1c(=O)cc(SCC(=O)N2CCC3(CC2)OCCO3)c2ccccc21	15	4	4	-6	7	5	-3	8	8
c1cnc2c(c1)ccc1ncccc12	9	3	-4	-1	0	-2	-2	-4	11
COc1ccc(-c2nc(CSCC(=O)N3CCC4(CC3)OCCO4)c(C)o2)cc1OC	16	0	-2	4	7	3	-3	3	0
COc1ccc(Cl)cc1C(=O)C1CCCN(CCO)C1 (centres undefined)	38	5	9	10	-6	-3	-2	1	1
CCN(N=Nc1nonc1OC)c1nonc1OC	-2	0	8	8	-1	-5	-1	-8	-5
COc1ccc(CN2C(=O)NC(=O)/C(=C\c3ccc(OC)c(OC)c3OC)C2=O)cc1	-8	4	4	5	-3	-1	2	1	8
COC(=O)C1=C(c2ccc(F)cc2F)C[C@@H]2CC[C@H]1N2C(=O)NCCNC(C)=O	9	2	6	2	2	-1	2	0	x
CC1=NN(c2ccccc2)C(=O)/C1=C/c1c(O)[nH]c(=S)[nH]c1=O	-11	4	-1	10	-5	1	-3	1	0
C=CCc1cc(C=C2C(=O)N(C)C(=O)N(C)C2=O)cc(OCC)c1OCc1ccccc1	4	1	3	2	-2	-2	10	1	1
Cc1ccc(S(=O)(=O)N2CN3CCN(C3)C2)cc1	4	3	-6	0	0	1	8	4	2
O=Cc1cn(Cc2cccc([N+](=O)[O-])c2)c2ccccc12	17	-4	-4	5	1	1	-1	4	-3
COc1ccccc1CN1CCN(C(=O)COc2cccc(C)c2)CC1	-8	6	-2	4	0	0	5	10	2
CCCCNC(=O)Nc1ccc(C(O)(C(=O)OCC)C(F)(F)F)cc1 (centres undefined)	-5	4	5	-2	-3	-1	-1	-3	2
Clc1ccc(C2N3CCCN23)c(Cl)c1 (centres undefined)	6	2	3	4	-1	-1	2	1	1
C=C(C)C(Cc1c(OC)ccc(C(=O)/C=C/c2ccc(O)cc2)c1O)OO (centres undefined)	13	-5	0	0	-3	x	5	x	x
COc1ccc(C(C)=O)cc1CC(C(=O)c1ccc(F)cc1)N(C)C (centres undefined)	-3	1	3	-3	-3	4	-5	1	4
O=C(O)c1cc2ccccc2oc1=O	-4	-4	4	2	-3	0	1	-3	2
O=C(c1cccc2ccccc12)C1CCCN(C2CCC2)C1 (centres undefined)	-5	9	3	4	2	-3	2	-7	4
O=c1c2ccccc2nc(N2CCCC2)n1-c1ccc(Cl)cc1	7	9	3	11	6	-1	-2	0	-4
c1ccc(C(OCCN2CCNCC2)c2ccccc2)cc1	7	-6	8	1	0	-1	4	-8	-3
CC1=C(/C=C/c2ccccc2)CCN(C)C1	-7	12	9	3	5	2	-3	3	7
COC(=O)CC1(Cc2ccccc2)C(=O)NC(=O)NC1=O	-5	-4	6	2	-4	-1	1	16	2
COc1ccccc1N1C(=O)NC(=O)/C(=C\c2cnn(-c3ccccc3)c2)C1=O	8	21	-3	-1	-5	0	2	5	9
O=C(c1ccc(-c2ccccc2)cc1)C1CCCN(Cc2ccn[nH]2)C1 (centres undefined)	-36	7	3	-1	-1	-2	5	1	5
CCN(CC)c1ccc(N=Cc2c(O)n(-c3cc(OC)ccc3OC)c(=O)[nH]c2=O)cc1	19	-7	0	7	18*	5	38*	3	17
COc1ccccc1CCNC(=O)CCC(=O)N1CC2C[C@@H](C1)Cn1c2cccc1=O	2	-1	5	7	-2	-2	4	-3	-1
FC(F)(F)c1cccc(-n2nnnc2C2(N3CCOCC3)CCCCC2)c1	21	-4	7	31*	-1	1	-1	6	1
COC1=CC(=O)O[C@@H](/C=C/c2ccccc2)C1	-6	-3	10	3	-4	1	2	3	0
CCCCCCC(=O)c1c(O)n(-c2ccc(OC)cc2)c(=O)[nH]c1=O (tested in a mixture with another compound)	4	4	4	5	1	0	3	6	3
OC12ONC(c3ccccn3)C1N1CCC2CC1 (centres undefined)	0	-3	0	3	-7	-1	3	-4	10
C=CCN1C(=O)/C(=C/c2cc(C)n(-c3ccccn3)c2C)C(=O)NC1=S	0	-1	-1	-1	-2	1	2	-6	6
O=C1C=C2C=C[C@H]3C[C@]2(O1)[C@@H]1CCCCN13	6	2	0	5	-3	1	6	4	0
Cc1ccc(OP(=O)(O)Oc2ccc(C)cc2)cc1	-2	2	6	2	-3	2	0	-3	-6
O=c1cccc2n1CC1CC2CN(c2ncnc3c2cnn3-c2ccc(Cl)cc2)C1 (centres undefined)	0	-7	0	-2	-1	0	3	-1	3
CCN1CCN(Cc2cc(OC)c(OC)cc2[N+](=O)[O-])CC1	3	x	x	x	0	0	-1	3	2
C[C@H]1CCC/C=C/C2C[C@H](O)CC2[C@H](O)/C=C/C(=O)O1 (some centres undefined)	-2	10	0	7	-2	-3	0	-3	-1
CN(C)C1=NC(N(C)C)=NP(N(C)C)(N(C)C)=N1	-4	-6	-6	0	-6	-4	4	-5	-6
CCn1c(O)c(C=Nc2ccc(S(N)(=O)=O)cc2)c(=O)n(CC)c1=S	-34	-71	-83	-47	-6	-36	-21	-64	-35
COc1ccc(C(CC(=O)N2CCC3(CC2)OCCO3)NS(=O)(=O)c2ccc(F)cc2)cc1 (centres undefined)	-5	1	-7	5	3	-2	-5	4	11
O=S(=O)(c1ccccc1)N1CCN2CCCC2C1 (centres undefined)	-4	2	10	3	4	1	-3	3	2
Clc1ccc(N2CC2c2ccncc2)cc1 (centres undefined)	21	0	1	4	0	-5	-1	-4	0
CCOP(=S)(OCC)c1ccc(N(C)C)cc1	24	-12	15	2	1	1	7	0	3
CCOc1ccc(NC(=O)c2c(C)nn(Cc3ccccc3)c2Cl)cc1	-1	-3	2	-4	-2	-4	-4	1	2
COC(=O)C1C(O)CC2CCC1N2C (centres undefined)	10	-2	5	-1	-4	x	-7	x	x

Another view of some results above.
| SMILES | PREPL inh | PAFAH2 inh | PAFAH1B3 inh | PAFAH1B2 inh | PAD4 FP inh | LYPLA1 inh | pPAFAH FP inh | LYPLA2 counter | GSTO1 inh |
| --- | --- | --- | --- | --- | --- | --- | --- | --- | --- |
| O=C1C=C2C=C[C@H]3C[C@]2(O1)[C@@H]1CCCCN13 | 6 | 2 | 0 | 5 | -3 | 1 | 6 | 4 | 0 |
| Cc1ccc(OP(=O)(O)Oc2ccc(C)cc2)cc1 | -2 | 2 | 6 | 2 | -3 | 2 | 0 | -3 | -6 |
| O=c1cccc2n1CC1CC2CN(c2ncnc3c2cnn3-c2ccc(Cl)cc2)C1 (centres undefined) | 0 | -7 | 0 | -2 | -1 | 0 | 3 | -1 | 3 |
| CCN1CCN(Cc2cc(OC)c(OC)cc2[N+](=O)[O-])CC1 | 3 | x | x | x | 0 | 0 | -1 | 3 | 2 |
| C[C@H]1CCC/C=C/C2C[C@H](O)CC2[C@H](O)/C=C/C(=O)O1 (some centres undefined) | -2 | 10 | 0 | 7 | -2 | -3 | 0 | -3 | -1 |
| CN(C)C1=NC(N(C)C)=NP(N(C)C)(N(C)C)=N1 | -4 | -6 | -6 | 0 | -6 | -4 | 4 | -5 | -6 |
| CCn1c(O)c(C=Nc2ccc(S(N)(=O)=O)cc2)c(=O)n(CC)c1=S | -34 | -71 | -83 | -47 | -6 | -36 | -21 | -64 | -35 |
| COc1ccc(C(CC(=O)N2CCC3(CC2)OCCO3)NS(=O)(=O)c2ccc(F)cc2)cc1 (centres undefined) | -5 | 1 | -7 | 5 | 3 | -2 | -5 | 4 | 11 |
| O=S(=O)(c1ccccc1)N1CCN2CCCC2C1 (centres undefined) | -4 | 2 | 10 | 3 | 4 | 1 | -3 | 3 | 2 |
| Clc1ccc(N2CC2c2ccncc2)cc1 (centres undefined) | 21 | 0 | 1 | 4 | 0 | -5 | -1 | -4 | 0 |
| CCOP(=S)(OCC)c1ccc(N(C)C)cc1 | 24 | -12 | 15 | 2 | 1 | 1 | 7 | 0 | 3 |
| CCOc1ccc(NC(=O)c2c(C)nn(Cc3ccccc3)c2Cl)cc1 | -1 | -3 | 2 | -4 | -2 | -4 | -4 | 1 | 2 |
| COC(=O)C1C(O)CC2CCC1N2C (centres undefined) | 10 | -2 | 5 | -1 | -4 | x | -7 | x | x |

Later entries
SMILES	PREPL inh	PAFAH2 inh	PAFAH1B3 inh	PAFAH1B2 inh	PAD4 FP inh	LYPLA1 inh	pPAFAH FP inh	LYPLA2 counter	GSTO1 inh
Cc1cc(OCC(=O)N2C[C@H]3C[C@@H](C2)c2cccc(=O)n2C3)c2c(C)cc(=O)oc2c1	11	38*	6	0	-1	1	5	1	-6
C=C(C)Cn1c(=O)n(CC2CS2)c2ccccc21 (centres undefined)	0	-4	11	-1	-1	-2	1	-6	50*
COc1ccc(OC)c(C(c2c(O)c3ccccc3oc2=O)c2c(C)n(C)n(-c3ccccc3)c2=O)c1 (centres undefined)	7	1	4	-1	0	-6	-5	-7	4
c1ccc2c(c1)-c1cccc3cccc-2c13	12	6	4	1	3	5	-6	5	2
Cc1ccc(NC(=O)[C@@H](NC(=O)N2C[C@H]3C[C@@H](C2)c2cccc(=O)n2C3)C(C)C)cc1	3	6	8	6	0	2	4	3	-1
CC(=O)Nc1ccccc1C(=O)C(=O)Nc1cccc(C(=O)N2CCC3(CC2)OCCO3)c1	1	-3	2	2	-4	0	0	2	-3
O=[N+]([O-])c1ccc(C[n+]2c(-c3ccccc3)cc(-c3ccccc3)cc2-c2ccccc2)cc1	40	-4	-12	-1	-9	2	-5	-2	1
O=C(Cc1c(Cl)cccc1Cl)N1CCN(Cc2ccccc2)CC1	-7	13	-3	0	-4	2	3	0	-4
Cc1ccsc1-c1nc(CSCC(=O)N2CCC3(CC2)OCCO3)c(C)o1	12	-2	-10	-2	0	-2	5	5	3

These rows are one share of the data. The share of hits here may be higher or lower than overall.
